Compound activity as filed in PubChem.
VLA-4 inh: inhibition in a human VLA-4 binding assay | VLA-4 expressing cells, ligand binding flow cytometry | inhibition, % (about 7 µM as worked out from the volumes in the protocol) | 0.2% of 330,000 active; in the data active = inhibition above about 50%
MCL1 BIM primary: disrupts human MCL1 binding to BIM-BH3 peptide | Q07820 | GST-MCL1 / FITC-Bim-BH3 fluorescence polarization | inhibition, % at 10.9 µM | 0.68% of 320,000 active;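 active = inhibition above the mean inhibition of all tested compounds plus 3 SD, set per campaign, cut at about 40% in these data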;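 also: 0% = DMSO wells and 100% = unlabeled Bim-BH3 peptide control; higher means more loss of mP so more displacement of Bim peptide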
Target sequence (Q07820 whole entry, looked up): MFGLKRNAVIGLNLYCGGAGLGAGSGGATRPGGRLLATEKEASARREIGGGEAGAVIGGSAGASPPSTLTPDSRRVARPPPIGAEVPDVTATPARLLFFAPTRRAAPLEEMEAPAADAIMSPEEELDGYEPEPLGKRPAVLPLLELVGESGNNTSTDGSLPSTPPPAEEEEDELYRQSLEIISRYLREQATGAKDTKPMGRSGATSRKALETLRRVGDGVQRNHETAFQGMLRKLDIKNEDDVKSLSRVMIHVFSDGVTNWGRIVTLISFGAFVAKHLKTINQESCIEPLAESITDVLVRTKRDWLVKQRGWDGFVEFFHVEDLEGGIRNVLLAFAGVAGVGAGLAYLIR
Fam108B inh: blocks mouse Fam108B hydrolase in RBBP9 counter-screen | 0.33% of 300,000 active | recombinant Fam108B, FP-Rh probe fluorescence polarization | AID 1947 | inhibition, % at 9.51 µM;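 active = inhibition above the screen mean inhibition plus 3 SD, computed separately per campaign, cut at about 18% in these data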;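 also: inhibitors lower polarization as less probe binds the enzyme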
MEX-5 binding: C. elegans MEX-5 TCR-2 RNA binding activity. activity score (negative = inhibition of binding), % at 10 µM. 0.38% of 300,000 active. AID 1832. MEX-5/FITC-TCR2 RNA binding, fluorescence polarization; active compounds read low. Q9XUB2;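 active = inhibition past about -25% in most replicates, and total fluorescence under double the plate's negative control median, limit read from the data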;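 also: 0% = DMSO and -100% = 5 µM competing unlabeled TCR2 RNA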
BCLXL inh: inhibitors of human Bcl-xL; AID 2129; Q07817; 0.7% of 320,000 active; GST-Bcl-xL / FITC-Bim BH3 peptide fluorescence polarization; inhibition, % at 10.9 µM;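 active = inhibition above the mean of all tested compounds plus 3 SD, cutoff set per campaign, cut at about 30% in these data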;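 also: 0% = DMSO wells and 100% = unlabeled Bim-BH3 peptide competitor; inhibitors lower millipolarization by displacing the labeled peptide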
CIT2-GFP yeast: modulators of TOR pathway CIT2-GFP in S. cerevisiae. GFP response vs DMSO, % at 10 µM. S. cerevisiae CIT2-GFP strain, flow cytometry, 3 h; 100 means same as DMSO wells. 0.065% of 320,000 active;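 active = GFP response relative to DMSO above a set limit, near the screen mean plus 3 SD, cut at about 150% in these data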;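 also: ratio of well median GFP fluorescence to mean of DMSO wells on the plate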
AGP1 TOR yeast: modulators of TOR pathway AGP1-GFP in S. cerevisiae; 0.02% of 320,000 active; S. cerevisiae AGP1-GFP multiplex flow cytometry, 3 h; GFP as percent of DMSO wells; GFP response vs DMSO, % at 10 µM;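 active = GFP response relative to DMSO above a set limit, near screen average plus 3 SD, cut at about 150% in these data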;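 also: median GFP channel fluorescence of the gated AGP1 strain per well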
GRK2 aptamer HTS: human GRK2 inhibition via aptamer displacement; P25098; bead flow cytometry, FAM-aptamer displacement from GRK2; inhibition of aptamer binding, % at 10 µM; 0.59% of 330,000 active; AID 488847;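 active = inhibition of aptamer binding above 40%, roughly 3 SD of noise, on plates passing a quality check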;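 also: median bead fluorescence of bound FAM aptamer so fluorescent compounds give negative values; no value below 0 was filed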
Target sequence (P25098 whole entry, looked up): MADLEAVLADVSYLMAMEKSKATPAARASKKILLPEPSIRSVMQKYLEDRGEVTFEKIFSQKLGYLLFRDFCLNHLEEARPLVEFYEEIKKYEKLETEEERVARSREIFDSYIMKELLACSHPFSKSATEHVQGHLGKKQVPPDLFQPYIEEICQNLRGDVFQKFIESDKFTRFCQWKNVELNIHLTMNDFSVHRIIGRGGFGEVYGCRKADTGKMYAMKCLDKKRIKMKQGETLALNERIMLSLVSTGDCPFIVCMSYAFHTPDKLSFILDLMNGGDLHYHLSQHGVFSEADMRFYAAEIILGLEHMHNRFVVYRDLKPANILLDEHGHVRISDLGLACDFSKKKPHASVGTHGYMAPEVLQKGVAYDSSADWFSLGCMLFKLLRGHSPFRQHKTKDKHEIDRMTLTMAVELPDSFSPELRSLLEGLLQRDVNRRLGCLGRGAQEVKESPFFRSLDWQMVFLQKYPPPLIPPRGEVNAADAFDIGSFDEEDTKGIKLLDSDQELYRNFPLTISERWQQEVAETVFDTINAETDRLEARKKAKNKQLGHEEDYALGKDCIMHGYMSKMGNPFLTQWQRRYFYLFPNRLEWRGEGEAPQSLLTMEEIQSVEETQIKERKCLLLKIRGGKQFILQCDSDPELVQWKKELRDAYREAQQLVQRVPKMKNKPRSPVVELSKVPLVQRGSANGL
GLD-1 TGE inh: GLD-1-TGE RNA interaction inhibition (C. elegans) | Q17339 | inhibition, % at 5.96 µM | 0.44% of 320,000 active | purified GLD-1 + fluorescein TGE RNA, fluorescence polarization;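 active = percent inhibition above a per-plate cutoff, the plate mean of test compounds plus 3 SD, cut at about 30% in these data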;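 also: 0% = DMSO wells with GLD-1 and probe and 100% = wells lacking GLD-1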
The depositor's hits bear a star; nt = no result given; [ ] = remark or other dose.

SMILES | VLA-4 inh | MCL1 BIM primary | Fam108B inh | MEX-5 binding | BCLXL inh | CIT2-GFP yeast | AGP1 TOR yeast | GRK2 aptamer HTS | GLD-1 TGE inh
CCCCC(=O)Nc1nc(C)c(-c2csc(Nc3cc(Cl)ccc3OC)n2)s1 | 1 | -1 | 14 | 2.4 | 1 | 70 | 79 | 0 | 3
O=C(Nc1ccc(S(=O)(=O)N2CCCC2)cc1)N1c2ccccc2Sc2ccccc21 | -10 | -7 | -26 | 0.4 | -5 | 87 | 102 | 0 | 5
CCCCN(C(=O)c1ccc2c(c1)OCO2)c1c(N)n(CC(C)C)c(=O)[nH]c1=O | -41 | 2 | nt | nt | -2 | 93 | 111 | 0 | -2
C=CCOc1ccc(Br)cc1/C=C1\NC(=S)N(C(C)=O)C1=O | 0 | 2 | -3 | -7.4 | 4 | 97 | 95 | 0 | 6
COc1cc2c(cc1OC)CN(C(=O)c1cccc(S(=O)(=O)N(C)C)c1)CC2 | 5 | 4 | 5 | 1.2 | 7 | 94 | 96 | 0 | -2
CCOc1ccccc1C(=O)NC1CCN(Cc2ccccc2)CC1 | -10 | 3 | -4 | 1.1 | 5 | 102 | 98 | 0 | -1
COc1ccccc1NC(=O)CSc1nnnn1C1CCCCC1 | -1 | 4 | 0 | -1.3 | 7 | 108 | 105 | 0 | 1
COCc1c(C(=O)Nc2ccc3nc(N4CCOCC4)sc3c2)oc2ccccc12 | -15 | -5 | nt | nt | -3 | 79 | 81 | 0 | -3
CCn1c(=O)n(CC)c2cc(S(=O)(=O)N3CCOCC3)ccc21 | 15 | 1 | 0 | 1.8 | 1 | 99 | 104 | 0 | -3
COc1cc2c(c(OC)c1OC)-c1ccc(NC(=O)c3ccc(F)cc3)c(=O)cc1[C@@H](NC(C)=O)CC2 | -18 | 8 | 25* | -0.7 | 11 | 106 | 100 | 1 | -2
COCCCNc1nc2nonc2nc1N1CCN(C2CCCC2)CC1 | 1 | 8 | -4 | 0.9 | 10 | 101 | 106 | 3 | -3
O=C(NCc1cccc(Br)c1)c1cc(-c2ccccc2)nn1CC1CC(c2cccnc2)=NO1 (stereo unspecified) | 0 | -2 | 1 | 0.9 | 1 | 95 | 97 | 0 | -3
O=[N+]([O-])c1ccc(/C=N/N2CCN(Cc3ccccc3)CC2)cc1 | -4 | 3 | -1 | 4.3 | 2 | 104 | 102 | 0 | 4
COc1cccc(NC(=O)CNC(=O)c2ccc(C)cc2)c1 | 3 | -4 | 2 | -1.3 | 1 | 101 | 104 | 1 | 1
COCc1cc(C)nc(SCC(=O)Oc2ccc(Cl)cc2)c1C#N | -1 | -1 | 4 | 1.2 | 4 | 78 | 80 | 0 | 1
O=c1c2ccccc2c(C=Nc2ccc(O)cc2)c(O)n1-c1nccs1 | -4 | 1 | 2 | -23 | 12 | 104 | 100 | 0 | -45
CC(OC(=O)c1cccnc1Cl)C(=O)Nc1ccc2c(c1)OCO2 (stereo unspecified) | -9 | nt | nt | nt | nt | 101 | 100 | 0 | 3
CC1=CC(C)(C)Nc2cc(C)c(C)cc21 | -9 | 17 | -1 | nt | 21 | 104 | 96 | 3 | 7
Cc1ccc(CNC(=O)CCSCc2ccc(C)cc2)cc1 | 2 | -3 | -1 | -0.8 | -1 | 103 | 106 | 0 | -1
COc1ccc(N2CCN(C(CNC(=O)C3CCCCC3)c3ccco3)CC2)cc1 (stereo unspecified) | 11 | -2 | 3 | 0.4 | 1 | 95 | 107 | 0 | 3
S=c1[nH]nc(Cc2n[nH]c(=S)n2-c2ccccc2)n1-c1ccccc1 | -3 | -2 | -2 | -1.4 | 5 | 91 | 97 | 2 | -10
CC(C)CNC(=O)Cn1nc(C(F)(F)F)c2c1CCCC2 | 10 | -2 | 8 | -4.9 | 6 | 109 | 120 | 0 | -1
Cc1cccc(OCC(=O)Nc2ccccc2N2CCCC2)c1C | 7 | 1 | -1 | -0.3 | 3 | 84 | 100 | 0 | -1
Cc1cc(C)cc(NC(=S)N(C)C)c1 | 21 | 5 | 1 | 0.2 | 5 | 92 | 95 | 0 | 4
CC(=O)c1cccc(NC(=O)CSc2ccc(-c3ccccn3)nn2)c1 | 12 | -3 | 0 | -3.0 | -4 | 101 | 109 | 0 | 0

The results go on.
SMILES | VLA-4 inh | MCL1 BIM primary | Fam108B inh | MEX-5 binding | BCLXL inh | CIT2-GFP yeast | AGP1 TOR yeast | GRK2 aptamer HTS | GLD-1 TGE inh
Cn1c(=O)c2c(nc(NCc3ccco3)n2CCc2ccccc2)n(C)c1=O | 1 | 9 | 1 | -0.9 | -5 | 97 | 79 | 3 | 1
CN(C)C(=O)COC(=O)/C=C/c1cn(-c2ccccc2)nc1-c1cccs1 | 15 | 3 | -2 | -2.9 | 0 | 96 | 100 | 0 | -10
CC1CCN(C(=O)c2cc3c(ccc4ccccc43)o2)CC1 | -18 | -4 | -1 | -1.3 | 4 | 90 | 100 | 0 | 7
CCO[C@H]1OC(C(=O)O)=C[C@@H](c2coc3ccccc3c2=O)[C@@H]1CCCO | nt | 5 | 9 | -0.6 | 4 | nt | nt | nt | -4
CCOC(=O)c1sc(NC(=O)c2cc(-c3ccccc3C)nc3ccccc23)c(C#N)c1C | -52 | 6 | 16 | -0.1 | 8 | 119 | 107 | 7 | -3
C=CCN(CC=C)CCCOc1ccc(C)cc1OC | 2 | 6 | 0 | -1.4 | 3 | 104 | 100 | 0 | -1
O=C(C[C@H]1C/C=C\C[C@@H](Cc2ccc(F)cc2)C(=O)OC[C@@H](Cc2c[nH]c3ccccc23)NC1=O)NCCO | 3 | nt | nt | nt | nt | 99 | 101 | 0 | 8
CCOC(=O)C1CCN(C(=O)CCCCn2c(=O)[nH]c3ccccc3c2=O)CC1 | 10 | 10 | -4 | 0.6 | 9 | 103 | 101 | 1 | 7
CC(C)CN(C(=O)COC(=O)C12CC3CC(CC(C3)C1)C2)c1c(N)n(Cc2ccccc2)c(=O)[nH]c1=O | 16 | -3 | 4 | -1.3 | -4 | 102 | 113 | 2 | 2
O=C(Nc1nn[nH]n1)c1cccc(Oc2ccccc2)c1 | 10 | 7 | -1 | 2.5 | 0 | 104 | 113 | 0 | 3
COCCNC(=O)CN(C(=O)Cn1nnc2ccccc21)c1ccccc1 | 11 | 1 | 3 | -1.4 | 1 | nt | 104 | 0 | 3
CCN(CC(=O)Nc1c(F)cccc1F)C(=O)c1cccnc1Sc1ccccc1 | -6 | 1 | 3 | -0.3 | -3 | 89 | 86 | 0 | 5
CC(C)CC(=O)N1CCN(S(=O)(=O)c2ccc(F)cc2)CC1 | 8 | 10 | -3 | -6.7 | 2 | 98 | 109 | 0 | 5
Cc1cc(/C=C(\C#N)C(=O)NC2CCCCCC2)c(C)n1C | 24 | 18 | 2 | -0.3 | 20 | 95 | 93 | 0 | 5
CCCCOc1ccc(C2(C)NC(=O)N(C)C2=O)cc1 (stereo unspecified) | 13 | 2 | -2 | -0.7 | 3 | 105 | 103 | 1 | 8
COc1ccc(-n2nc(C(C)=O)c(=O)[nH]c2=O)cc1 | -1 | -7 | -3 | -0.3 | -3 | nt | 94 | 0 | 6
CN(C(=O)c1cccc(C#N)c1)c1nnc(C2CCCO2)s1 (stereo unspecified) | 1 | -1 | 2 | 3.1 | 3 | 101 | 107 | 0 | 4
COC(=O)[C@H](CC(C)C)NC(=O)Cn1cnc2c(SC)nc(N)nc21 | 22 | nt | nt | nt | nt | 90 | 93 | 0 | 9
CC(=O)NC(CC(C)C)C(=O)NC(CO)C(=O)NC(CCC(=O)O)C(=O)NC(C)C(=O)NC(CC(C)C)C(N)=O (stereo unspecified) | 0 | 0 | 1 | 0.0 | 3 | 93 | 103 | 2 | 1
Cc1c(NC(=O)c2ccc(Cl)c(S(=O)(=O)N3CCCCC3)c2)c(=O)n(-c2ccccc2)n1C | -16 | -5 | -2 | 0.7 | -4 | 100 | 100 | 14 | 7
COc1ccccc1OCC(=O)N1CCN(c2ccccc2OC)CC1 | 7 | 5 | 0 | -1.0 | 1 | 96 | 93 | 0 | 6
CCOC(=O)c1ccc(NC(=O)c2cccnc2)cc1 | -7 | nt | nt | -0.9 | nt | 101 | 94 | 0 | nt
CC(OC(=O)Cc1ccc(Cl)cc1)C(=O)NCCC1=CCCCC1 (stereo unspecified) | 1 | 5 | -5 | 0.6 | 3 | 89 | 92 | 5 | -5
O=C(CN1C(=O)c2ccccc2C1=O)N1CCN(S(=O)(=O)c2ccccc2)CC1 | 2 | -6 | -3 | 2.1 | -9 | 106 | 101 | 0 | 4
Cn1ncc2c(Nc3ccc(-c4ccccc4)cc3)ncnc21 | 14 | -8 | 2 | 0.7 | -2 | 80 | 92 | 5 | 4

Other entries follow:
SMILES | VLA-4 inh | MCL1 BIM primary | Fam108B inh | MEX-5 binding | BCLXL inh | CIT2-GFP yeast | AGP1 TOR yeast | GRK2 aptamer HTS | GLD-1 TGE inh
O=C(Nc1nnc(-c2ccco2)o1)c1ccc([N+](=O)[O-])s1 | -1 | -4 | 1 | -2.1 | -6 | 100 | 22 | 3 | -10
COc1cccc2sc(N3CCN(C(=O)c4ccc([N+](=O)[O-])o4)CC3)nc12 | -5 | 0 | 3 | 0.8 | -1 | 81 | 77 | 0 | 1
Cc1[nH]c2ccccc2c1C(=O)C(=O)NCc1ccco1 | 21 | -6 | -3 | 0.2 | 1 | 94 | 93 | 2 | -2
O=C(CSc1ncccn1)NCc1ccc(F)cc1 | -18 | -15 | 5 | 0.0 | -7 | 105 | 93 | 1 | 3
Cc1ccc(-c2nnc(NC(=O)c3ccc([N+](=O)[O-])o3)o2)c(C)c1 | -3 | 5 | 1 | -0.7 | 0 | 91 | 79 | 0 | -1
Cn1c(SCCc2ccc([N+](=O)[O-])cc2)nccc1=O | -1 | -2 | -2 | -13 | 0 | 72 | 81 | nt | 3
Cc1cccc(CS(=O)(=O)c2ncc(CO)n2C)c1 | 28 | 5 | 0 | -0.6 | 1 | 106 | 96 | 1 | -7
O=c1[nH]c(N/N=C\c2ccc3c(c2)OCO3)nc2ccccc12 | 20 | 0 | 4 | 0.1 | -32 | 101 | 94 | 3 | 2
Cc1ccc(-n2nc3c(c2NC(=O)C2CC2)CS(=O)(=O)C3)cc1C | 10 | 9 | -1 | 1.8 | 5 | 107[may fluoresce green] | 106[may fluoresce green] | 1 | 5
CC(=O)C(Cc1ccccc1)NC(=O)COC(=O)CCN1C(=O)C2CC=CCC2C1=O (stereo unspecified) | 1 | -9 | -4 | -4.0 | 8 | 90 | 90 | 5 | 6
O=S(=O)(NCCc1cn2ccccc2n1)c1ccc2c(c1)CCCC2 | 0 | -6 | -5 | -1.4 | -6 | 90 | 98 | 0 | -7
Cc1c(C(=O)N2CCN(c3ccc(F)cc3)CC2)oc2c1C(=O)CCC2 | 4 | 3 | -2 | 1.4 | 5 | 100 | 104 | 0 | -1
CCc1ccccc1OCCCCCNCCO | 5 | 2 | -2 | 0.1 | 2 | 91 | 96 | 0 | 6
COc1ccc(C(=O)NCCc2nnc(SCC(=O)Nc3ccc(Br)cc3)n2C)cc1 | 4 | 9 | 3 | 0.3 | 3 | 112 | 105 | 0 | 0
Cc1c(C(=O)NC(C)c2ccc(-n3ccnc3)cc2)cccc1[N+](=O)[O-] (stereo unspecified) | 3 | 0 | -3 | 1.8 | 2 | 100 | 101 | 0 | 10
Cc1cccc(NC(=O)COC(=O)CCc2c[nH]c3ccccc23)c1C | 0 | -2 | nt | nt | -6 | 105 | 105 | 0 | 4
COc1ccc(C(=O)N(C)Cc2ccccc2F)cc1S(=O)(=O)N1CCCC1 | 18 | 1 | nt | nt | 7 | 98 | 100 | 1 | 3
Cc1[nH]nc2c1C(c1ccccn1)N(c1ccc(Br)cc1)C2=O (stereo unspecified) | 2 | -4 | 2 | 1.2 | 1 | 114 | 107 | 5 | -2
